CSN deneddyl inh – inhibitors of CSN-mediated cullin deneddylation, primary screen, biochemical, fluorescence polarization, uHTS | inhibition, % at 12.5 µM | Purified CSN, SCF-Nedd8-OG deneddylation | hit rate 0.38% among 360,000 | COP9 signalosome complex subunit 5 (Homo sapiens), Q92905;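 active means pattern-corrected inhibition above about 35%, with an unprinted fluorescence ratio check between 0.5 and 1.5, limit read from the data, passing the limit was not always enough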;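 further: 0% = enzyme with substrate and 100% = substrate without enzyme; some results filed as inactive read as strong as hits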
Target sequence (Q92905 whole entry, looked up, one chain of several): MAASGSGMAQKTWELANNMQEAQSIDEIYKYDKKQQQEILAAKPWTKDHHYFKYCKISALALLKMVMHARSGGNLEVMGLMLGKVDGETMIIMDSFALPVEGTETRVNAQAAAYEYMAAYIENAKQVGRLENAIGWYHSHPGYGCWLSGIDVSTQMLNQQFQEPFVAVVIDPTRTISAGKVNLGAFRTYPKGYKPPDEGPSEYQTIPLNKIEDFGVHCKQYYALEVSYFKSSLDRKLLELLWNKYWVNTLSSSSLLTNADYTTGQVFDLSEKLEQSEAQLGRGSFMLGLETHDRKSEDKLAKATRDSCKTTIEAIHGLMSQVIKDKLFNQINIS
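Assay system: purified human Csn5 enzyme expressed in HEK293T cells; measure: % inhibition; also added: SCFSkp2-Nedd8OG substrate at 10 nM final; technique: fluorescence polarization; times: reaction 90 min, room temperature; medium: Tris buffer pH 7.5, NaCl, DTT, Tween-20, trehalose, ovalbumin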
Rpn11 block – Rpn11 (PSMD14) deubiquitinase inhibitors, primary screen, biochemical, fluorescence polarization, uHTS; 26S proteasome non-ATPase regulatory subunit 14 (Homo sapiens), O00487; human 26S proteasome, Ub4-pepOG fluorescence polarization; 20S core pre-blocked with epoxomicin; calls only at 20 µM; hit rate 0.59% among 360,000; AID 588493, 2011;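 active means inhibition at 20 µM, scaled to each plate's controls, above about 33%, limit read from the data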
MsrA act – bovine MsrA enzyme activators, primary screen, biochemical, absorbance, HTS. Methionine sulfoxide reductase A (Bos taurus). purified bovine MsrA, absorbance read-out. activation, % at 10.6 µM. hit rate 0.3% among 360,000. AID 602163, 2012; in the data active means activation above about 7.5%;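 further: 0% = vehicle and 100% = reference activator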
Rin1-Abl PPI inh – inhibitors of Rin1-Abl protein binding, primary screen, biochemical, TR-FRET; AID 588664, 2011; inhibition, % at 7.35 µM; hit rate 0.4% among 360,000; Tyrosine-protein kinase ABL1 (Homo sapiens) + Ras and Rab interactor 1 (Homo sapiens), …; in the data active means inhibition above about 5%, passing the limit was not always enough
eLon inh – inhibitors of E. coli Lon protease, primary screen, biochemical, fluorescence polarization | purified E. coli Lon protease | inhibition, % at 7.94 µM | hit rate 0.42% among 360,000 | AID 602123, 2011 | P0A9M0; in the data active means inhibition above about 13%, passing the limit was not always enough;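 further: 0% = enzyme with probe and DMSO and 100% = no enzyme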
MT1-MMP act inh – blockers of MT1-MMP proenzyme processing, primary screen, HT1080 RFP-PRO-GFP cells, GFP/RFP fluorescence. GFP/RFP ratio fluorescence, overnight; percent of plate control window, DMSO zero. GFP/RFP ratio change, % at 20 µM. hit rate 0.061% among 360,000. AID 651647, 2012;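 active means GFP/RFP ratio change of at least 30% with cell ATP level not reduced by more than half and red fluorescence within 50% of control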; further: strong numbers were not always called active
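Assay system: HT1080 RFP-PRO-GFP cells | Dosing: 20 µM single dose, 1% DMSO | Incubation: Cells overnight before dosing, compound overnight, 37 °C, 5% CO2 | Evaluation: GFP/RFP fluorescence ratio | Control set: DMSO-only wells and HT1080 RFP-L50D-GFP cell wells as references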
FAS TE block – FAS thioesterase domain inhibitors, primary screen, biochemical, fluorescence intensity, uHTS; recombinant FAS-TE, OMFH fluorogenic substrate, fluorescence endpoint; inhibition, % at 15 µM; hit rate 0.67% among 360,000; AID 602261, 2012;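 active means compounds whose normalised, plate-corrected inhibition of enzyme fluorescence in the single-dose primary screen is 50% or more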;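 further: 0% = DMSO with enzyme and 100% = substrate without enzyme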
MLLE-PAM2 inh – inhibitors of PABP1 MLLE–PAM2 peptide binding, primary screen, biochemical, fluorescence polarization, FITC-PAM2, GST-MLLE. Polyadenylate-binding protein 1 (Homo sapiens), P11940. inhibition, % at 20 µM. hit rate 0.36% among 360,000. AID 588489, 2011; in the data active means inhibition above about 35%, passing the limit was not always enough;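 further: plate controls were DMSO wells with GST-MLLE for no effect and wells lacking GST-MLLE protein for full effect; some results filed as inactive read as strong as hits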
Target sequence (P11940 whole entry, looked up): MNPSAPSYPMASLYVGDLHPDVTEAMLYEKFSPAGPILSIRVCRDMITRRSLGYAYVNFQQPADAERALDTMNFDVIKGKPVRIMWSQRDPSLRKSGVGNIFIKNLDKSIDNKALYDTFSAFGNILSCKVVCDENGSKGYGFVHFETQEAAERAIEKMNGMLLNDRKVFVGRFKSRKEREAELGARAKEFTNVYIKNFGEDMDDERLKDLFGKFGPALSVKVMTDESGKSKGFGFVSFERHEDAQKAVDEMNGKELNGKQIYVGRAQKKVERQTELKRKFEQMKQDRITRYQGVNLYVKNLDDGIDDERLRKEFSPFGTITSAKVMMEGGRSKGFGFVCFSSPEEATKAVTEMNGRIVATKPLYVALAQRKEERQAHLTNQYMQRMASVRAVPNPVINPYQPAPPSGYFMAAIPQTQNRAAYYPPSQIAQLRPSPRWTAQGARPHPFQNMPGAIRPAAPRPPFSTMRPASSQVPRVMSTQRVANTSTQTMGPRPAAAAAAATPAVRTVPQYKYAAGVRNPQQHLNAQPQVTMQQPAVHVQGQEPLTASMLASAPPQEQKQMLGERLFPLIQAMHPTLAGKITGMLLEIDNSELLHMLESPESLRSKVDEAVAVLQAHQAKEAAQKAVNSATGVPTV
MsrA inhibitor – bovine MsrA enzyme inhibitors, primary screen, biochemical, absorbance, HTS; hit rate 0.75% among 360,000; inhibition, % at 15.5 µM; Methionine sulfoxide reductase A (Bos taurus); AID 651718, 2012; purified bovine MsrA, absorbance read-out; in the data active means inhibition above about 4.5%;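 further: 0% = vehicle wells with enzyme and 100% = reference inhibitor wells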
Numbers without * were called inactive; i = inactive; . = not tested or not shown; + = active, no number.

Every second line gives: CSN deneddyl inh | Rpn11 block | MsrA act | Rin1-Abl PPI inh | eLon inh | MT1-MMP act inh | FAS TE block | MLLE-PAM2 inh | MsrA inhibitor
CCO[C@@H]1OC(C(=O)NCc2nc3ccccc3[nH]2)=C[C@H](c2cn(C(C)=O)c3ccccc23)[C@H]1CCCO
    0 | i | 0 | 0 | -6 | -1 | 0 | -7 | 1.3
CCOc1ccc(NCCC#N)cc1
    -4 | i | 0 | 0 | -3 | 0 | -5 | -1 | -1.1
CC(=O)Oc1c(/C=C(\C#N)C(N)=O)[nH]c2ccccc12
    125 | . | -3 | -13 | -29 | -104 | -28 | -47 | 4.2
C=CCSc1nc2ccccc2n1S(=O)(=O)c1ccc(Cl)cc1
    0 | i | -8 | 1 | -2 | 6 | -3 | -4 | -1.0
COc1ccccc1Cc1c(C2CCCCC2)nc2ccc(C)cn12
    10 | i | -2 | -4 | -1 | 1 | 12 | -10 | -1.7
NC(=S)NCc1cccnc1
    3 | i | -5 | -1 | 5 | 3 | -14 | -143 | 0.7
Cc1occc1C(=O)N1CCN(C(c2ccccc2)c2ccccc2)CC1
    0 | i | -2 | 1 | 1 | -16 | 6 | 2 | -0.9
CCCCN1CN(Cc2ccco2)CNC1=S
    0 | i | -7 | 4 | 9 | 2 | -6 | -10 | 1.0
O=C(O)C1NCCc2ccccc21 (stereo not given)
    1 | i | 0 | -2 | -2 | -3 | -9 | 13 | -2.6
O=C(COc1ccc(-n2cnnn2)cc1)Nc1ccc(F)cc1
    0 | i | -4 | 4 | 4 | 6 | -7 | -10 | 0.9
O=C(CSc1ncnc2ccccc12)Nc1cc(S(=O)(=O)N2CCCCC2)ccc1Cl
    -1 | i | -1 | -2 | -9 | -14 | 25 | 18 | 1.5
CCOC(=O)c1ccc(S(=O)(=O)NNC(=O)c2ccc3c(c2)nc(C)n3CC)cc1
    1 | i | -1 | 2 | 3 | 0 | -5 | 2 | -1.1
CCC(c1nc2ccccc2[nH]1)N(C(=O)Cc1cc(OC)cc(OC)c1)c1ccc(N2CCOCC2)cc1 (stereo not given)
    12 | i | 1 | 2 | -4 | 1 | -7 | -5 | -2.0
COc1ccc(S(=O)(=O)Nc2nc(C(F)(F)F)cs2)cc1
    3 | i | 6 | 0 | 2 | 4 | -1 | 10 | -0.1
CC(C)[C@@H]1NC(=O)N(c2ccc(Oc3ccccc3)cc2)C1=O
    -6 | i | -1 | 2 | -5 | -2 | -2 | 8 | 0.4
COC(=O)CCCC1=CC2=CC(=O)C(C)(OC(=O)c3cccs3)C(=O)C2=CN1c1ccc(OC)cc1 (stereo not given)
    -2 | i | -3 | -1 | 8 | 9 | 3 | 2 | 0.1
CCN(CC)c1ccc(C=C2C(=O)OC3(CCCC3)OC2=O)cc1
    10 | i | -4 | 4 | -12 | -1 | -10 | -144 | 2.5
CCN(c1ccccc1)S(=O)(=O)c1ccc(OC)c(NS(=O)(=O)c2cccs2)c1
    -1 | i | -5 | -1 | 2 | -2 | 1 | -8 | 0.5
CN(C)C=Nc1ncc2c([nH]c3ccccc32)c1C#N
    -5 | i | -7 | -3 | -3 | 0 | -5 | 5 | 2.5
Cc1c(C(=O)Nc2ccccc2)csc1-c1ccccc1
    -5 | i | -3 | -1 | 1 | 2 | -3 | -8 | 0.2
CN(C)CCNc1ncnc2c1ncn2[C@H]1CN(Cc2ccco2)C[C@@H](CO)O1
    -1 | i | 3 | 0 | 7 | 4 | -8 | 4 | .
CCN1C=C(Cc2cccs2)C2=C(C1)C(c1cccs1)C(C#N)=C(N)O2 (stereo not given)
    15 | i | -3 | -3 | -20 | -15 | -9 | -21 | 3.1
CCN(CC)CCC(c1ccc2c(c1)OCO2)c1c(OC)cc(OC)c2ccc(=O)oc12 (stereo not given)
    -1 | i | -3 | 1 | 3 | 7 | 46 | 7 | 1.3
O=C(Nc1ccccc1)C1=C(O)CC(c2ccco2)CC1=Nc1ccccc1 (stereo not given)
    5 | i | -2 | -2 | -3 | -4 | 24 | -8 | 1.4
Cc1ccc(-c2n[nH]c(=S)n2/N=C/c2cccn2C)cc1
    4 | i | -11 | -4 | -11 | 1 | -2 | 8 | 0.5
Cc1cc(NCCN2CCOCC2)n2c(nc3ccccc32)c1C#N
    2 | i | -3 | -3 | -2 | 3 | -3 | -14 | 0.0
CC(NC(=O)C1CCN(S(=O)(=O)N2CCC3(CC2)OCCO3)CC1)c1ccccc1 (stereo not given)
    -2 | i | -2 | 2 | -10 | 3 | -1 | -5 | 1.9
CC(=O)Nc1ccc(S(=O)(=O)N2CCC(C(=O)NCCC(=O)Nc3nccs3)CC2)cc1
    3 | i | -8 | 11* | -1 | 2 | -7 | -16 | 1.0
COc1ccc(-n2c(=O)[nH]c3c(C(N)=O)nc(C4CCCCC4)nc32)cc1
    -3 | i | -5 | 2 | -2 | 0 | 11 | -1 | 3.0
O=C(NCc1ccc2c(c1)OCO2)c1ccc(S(=O)(=O)N2CCOCC2)cc1
    -14 | i | -2 | 0 | -4 | 1 | -2 | 2 | -0.2
Cc1cc(CN2CCCC(CNC(=O)c3ccc(F)cc3)C2)cc(C)c1O (stereo not given)
    -6 | i | -9 | 4 | -5 | -5 | -4 | 1 | 0.8
CCOC(=O)C1(C)CCN1C(=O)c1ccccc1 (stereo not given)
    4 | i | -1 | -1 | -1 | 3 | -7 | -2 | -0.8
CC1Sc2ccc(S(=O)(=O)CCC(=O)N3CCCCC3)cc2NC1=O (stereo not given)
    -2 | i | 0 | 2 | -1 | 1 | -4 | -19 | -0.5
O=C(COc1ccc(-n2cnnn2)cc1)Nc1ccc(Br)cc1F
    3 | i | -4 | 3 | -5 | -1 | -4 | -9 | 0.3
O=C(Nc1ccc(F)c(Cl)c1)C1CCCN(c2cnccn2)C1 (stereo not given)
    5 | i | -5 | 4 | 3 | 1 | 10 | -1 | 0.7
O=C(O)C1CCN(c2ccc(Cl)nn2)CC1
    1 | i | -6 | -2 | 0 | 1 | -13 | -14 | -0.2
CCN1CCN(C(=O)/C(=C/c2cccs2)NC(=O)c2ccc(C)c(C)c2)CC1
    -5 | i | -10 | 2 | 10 | 3 | -5 | -5 | 1.8
C=CCOC(=O)C1=C(C)NC(C)=C(C(=O)OCC=C)C1c1ccco1
    -1 | i | -3 | 0 | 0 | -4 | 13 | -10 | 2.5
C=CCOc1cccc(C2C(C(=O)c3cccs3)=C(O)C(=O)N2Cc2cccnc2)c1 (stereo not given)
    -3 | i | -3 | -4 | 2 | 1 | -6 | 10 | 1.3
Cc1ccccc1-n1c(C)c(C#N)c(=O)c(-[n+]2ccccc2)c1[S-]
    6 | i | -5 | 1 | 7 | 1 | -9 | 14 | -0.1
Nc1nc2ccccc2n1/N=C/c1cccnc1
    0 | i | -5 | -2 | -3 | -4 | -8 | 14 | 1.6
CCn1cc(CN2CCC(n3nccc3NC(=O)CCCc3ccccc3)CC2)c(C)n1
    5 | i | 1 | 0 | -12 | 2 | -4 | 10 | 0.1
O=C(O)c1ccccc1C(=O)Nc1ccc(S(=O)(=O)N2CCCC2)cc1
    0 | i | -12 | 1 | 6 | 4 | -4 | -1 | 1.1
COc1ccccc1CN(C)C(=O)c1ccc(S(=O)(=O)NCc2ccco2)cc1
    -6 | i | -3 | 1 | 6 | 4 | -4 | 7 | 0.0
NC(=O)c1ccsc1NC(=O)c1nc(-c2ccccc2)n(-c2ccccc2)n1
    1 | i | -2 | -2 | -10 | -15 | 16 | -21 | 1.3

Single entries from the list.
Entry for C=CCOc1cccc(C2C(C(=O)c3cccs3)=C(O)C(=O)N2Cc2cccnc2)c1 (stereo not given) in FAS TE block: -6
Entry for Nc1nc2ccccc2n1/N=C/c1cccnc1 in MsrA act: -5

New compounds follow.
Every second line gives: CSN deneddyl inh | Rpn11 block | MsrA act | Rin1-Abl PPI inh | eLon inh | MT1-MMP act inh | FAS TE block | MLLE-PAM2 inh | MsrA inhibitor
CCCSCCCNC(=O)CC1Oc2ccccc2NC1=O (stereo not given)
    -2 | i | -1 | 1 | 8 | -5 | -2 | -3 | -1.2
COc1ccc(-c2sc3cc(OC)c(OC)cc3c2C#CC2(O)CCCCC2)cc1
    -3 | i | -4 | 1 | -2 | 7 | 26 | 7 | 2.5
CCc1noc(C)c1C(=O)N1CCCC(C(=O)c2cc(F)ccc2F)C1 (stereo not given)
    4 | i | -4 | 1 | -4 | -2 | -5 | 2 | 0.3
O=C1C(=C(I)I)c2ccccc2-c2ccccc21
    52* | i | 6 | 4 | -9 | -28 | 10 | -53 | -0.4
COC(=O)c1ccc(C(=O)OC)c(NC(=O)/C=C/C(=O)O)c1
    0 | i | -3 | -1 | -9 | 0 | -1 | 4 | -1.2
COc1ccc(NC(=O)C(CC(=O)O)Cc2ccc(Cl)cc2)cc1 (stereo not given)
    0 | i | -4 | 0 | -18 | -3 | -6 | 5 | -0.8
O=C(NNc1ncnc2c1cnn2-c1ccccc1)c1cccs1
    -4 | i | -3 | 4 | -1 | 3 | 2 | -81 | 0.7
COc1cc(/C=C/C(=O)O)cc(S(=O)(=O)Nc2ccccc2C(=O)NCCc2ccccc2)c1OC
    -2 | i | -5 | 1 | -9 | -1 | -1 | 6 | 0.4
COc1ccc(-n2c(=O)c(CCC(=O)N3CCC(C)CC3)nc3ccccc32)cc1
    2 | i | -4 | 1 | -10 | 8 | -4 | -1 | 1.0
O=C(CN(CC1CCCO1)C(=O)CCC(=O)Nc1ccccn1)NCC1CCCO1 (stereo not given)
    -3 | i | -4 | 0 | -5 | 2 | -6 | -6 | 0.8
Cn1c([N+](=O)[O-])cnc1N1CCN(c2nncs2)C1=O
    1 | i | -3 | 0 | 7 | 0 | -2 | -6 | 2.0
COc1ccc(N=Nc2nc3ccc(Br)cc3n2C)cc1
    -70 | i | 7 | -6 | + | -205 | -18 | 163 | 0.4
CCOC(=O)c1c(C)c(C(=O)NC2CCCCC2)c(C)n1CC
    -6 | i | -2 | 0 | 3 | 8 | -5 | -1 | 1.2
CC(=O)Cn1nnc2sc3c(c2c1=O)CCC(C(C)(C)C)C3 (stereo not given)
    6 | i | -3 | 1 | 2 | -2 | 6 | -1 | 0.9
CC(NC(=O)c1cc2ccccc2oc1=O)c1ccccc1 (stereo not given)
    2 | i | -7 | -1 | 0 | -4 | -13 | -5 | 0.1
